PP5 inh: blocks human protein phosphatase 5 activity | 320,000 compounds, 0.18% hits | purified PP5c, OMFP substrate fluorescence | AID 1987 | P53041 | inhibition, % at 6.7 µM;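 active means inhibition above the campaign's mean inhibition across all tested compounds plus 3 SD, cut at about 9.5% in these data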;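 further: 0% = DMSO only and 100% = 100 µM cantharidin control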
Target sequence (P53041 whole entry, looked up): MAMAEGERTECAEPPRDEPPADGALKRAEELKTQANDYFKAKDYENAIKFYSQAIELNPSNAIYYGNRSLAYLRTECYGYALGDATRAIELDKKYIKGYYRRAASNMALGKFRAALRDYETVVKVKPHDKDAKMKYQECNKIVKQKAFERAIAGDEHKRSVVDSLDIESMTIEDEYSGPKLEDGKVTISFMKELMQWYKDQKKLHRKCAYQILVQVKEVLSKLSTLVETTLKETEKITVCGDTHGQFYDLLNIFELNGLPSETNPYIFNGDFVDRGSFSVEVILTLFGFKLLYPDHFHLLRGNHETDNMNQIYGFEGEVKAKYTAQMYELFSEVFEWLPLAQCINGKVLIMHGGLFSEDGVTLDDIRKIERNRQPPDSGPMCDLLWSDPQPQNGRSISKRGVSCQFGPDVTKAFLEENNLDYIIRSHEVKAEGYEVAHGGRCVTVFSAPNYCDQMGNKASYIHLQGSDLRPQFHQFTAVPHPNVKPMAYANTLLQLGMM
TPT1 inh: C. albicans TPT1 enzyme inhibition; recombinant caTPT1, FP RNA substrate dephosphorylation; inhibition, % at 5 µM; 300,000 compounds, 0.81% hits;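 active means inhibition above the mean of all tested compounds plus 3 SD, set per screening campaign, cut at about 24% in these data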;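 further: plate controls were DMSO alone for no effect and ferristatin control at 100 nM for full effect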
LYPLA2 counter: blocks human lysophospholipase 2, a PME1 counter-screen | recombinant LYPLA2, FP-Rh probe fluorescence polarization | inhibition, % at 5.9 µM | O95372 | 320,000 compounds, 0.38% hits | AID 2177;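 active means inhibition above the screen-wide mean plus 3 SD, limit set per campaign, cut at about 26% in these data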;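 further: 0% = LYPLA2 with DMSO and 100% = wells lacking LYPLA2 enzyme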
HCV core dimer: HCV core protein dimerization inhibition. inhibition, % at 5 µM. TR-FRET GST/Flag-core106 dimerization, 1536-well. 300,000 compounds, 0.33% hits;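 active means inhibition above the mean of all tested compounds plus 3 SD, set per screening campaign, cut at about 45% in these data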
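assay system = GST-tagged and Flag-tagged HCV core protein residues 1-106 | controls = unlabelled core106 and no-GST-core106 wells | incubation = compound-protein-antibody incubation 4 h at 22.5 °C | probe or stimulus = Eu donor and XL665 acceptor anti-tag antibodies | read-out = % inhibition based on acceptor/donor emission ratio | signal = TR-FRET 671 and 617 nm emission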
CTSL1 counter: blocks F. hepatica cathepsin L1 in PFM18AAP counter-screen. recombinant F. hepatica cathepsin L1, Z-Leu-Arg-MCA fluorescence. inhibition, % at 5.96 µM. 300,000 compounds, 0.49% hits;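 active means inhibition above the mean of all tested compounds plus 3 SD, set per screening campaign, cut at about 17% in these data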;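 further: 0% = plate median of test compound wells and 100% = 1 µM Z-Phe-Ala-diazomethylketone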
PP1 inh: PP1-alpha (human) inhibition in PP5 counter-screen; 320,000 compounds, 0.9% hits; P62136; inhibition, % at 6.7 µM; purified PP1alpha, OMFP fluorescence;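 active means inhibition above the mean inhibition of all tested compounds plus 3 SD, computed separately for each screening campaign, cut at about 15% in these data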
Target sequence (P62136 whole entry, looked up): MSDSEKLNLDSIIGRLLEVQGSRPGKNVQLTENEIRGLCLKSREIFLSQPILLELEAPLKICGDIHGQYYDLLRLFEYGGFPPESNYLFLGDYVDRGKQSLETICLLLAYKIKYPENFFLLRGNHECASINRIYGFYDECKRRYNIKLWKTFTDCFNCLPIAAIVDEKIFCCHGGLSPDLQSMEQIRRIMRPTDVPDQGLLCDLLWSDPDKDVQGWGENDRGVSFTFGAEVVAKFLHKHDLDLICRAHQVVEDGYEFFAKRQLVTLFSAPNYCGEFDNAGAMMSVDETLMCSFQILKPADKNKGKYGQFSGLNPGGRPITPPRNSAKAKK
PREPL inh: inhibitors of human prolyl oligopeptidase-like enzyme PREPL. Q4J6C6. recombinant PREPL, fluorescence polarization activity-based probe. inhibition, % at 5.96 µM. 320,000 compounds, 0.68% hits. AID 2751; in the data active means inhibition above about 43%;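 further: 0% = enzyme with DMSO and 100% = wells lacking enzyme; many of its hits are not listed in these tables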
JMJD2C inh: human JMJD2C demethylase inhibition; Q9H3R0; GST-JMJD2C(1-420) H3K9me3 demethylation, DELFIA europium; inhibition, % at 2.35 µM; 330,000 compounds, 0.069% hits; AID 2099;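 active means more than half of a compound's replicate wells show inhibition beyond 50%, single wells judged on their own value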;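 further: signal counts dimethyl H3K9 product captured on neutravidin plate; 0% = median of DMSO wells and 100% = 0.3 times that DMSO median; strong numbers were not always called active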
Efflux pump inh: blocks antifungal efflux pumps in multiplex yeast assay; inhibition, % at 10 µM; S. cerevisiae Candida pump triplex, Nile Red efflux; 330,000 compounds, 0.44% hits;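 active means plate passing quality check with inhibition over a set limit, or well fluorescence over plate mean plus 4 SD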;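 further: Nile Red retained in pooled yeast measured as flow cytometry median fluorescence; 0% = buffer negative control and 100% = Enniatin B positive control; higher means more Nile Red kept so more efflux inhibition; some compounds called inactive have numbers as strong as hits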
The depositor's hits bear a star; . = no result given; & = joins results of further samples. This is a subset; rates above refer to the full screens.

no.	SMILES	PP5 inh	TPT1 inh	LYPLA2 counter	HCV core dimer	CTSL1 counter
1	CC(Oc1ccccc1)C(=O)Nc1c2c(nn1-c1ccccc1)CS(=O)(=O)C2 (stereo not given)	-2.2	2	6	8	-2
2	COc1ccc(-c2nc3scc(-c4ccccc4)n3n2)cc1	0.7	-1	-19	1	9
3	c1cn2cc(CSC3CCCCC3)nc2s1	0.9	-7	0	6	-7
4	COC(=O)C1=C(C(=O)OC)C(c2cc([N+](=O)[O-])ccc2O)c2sc(=O)[nH]c2S1 (stereo not given)	0.7	-3	4	-7	3
5	CC(OC(=O)CC1CC2CCC1C2)C(=O)Nc1ccc(N2CCOCC2)cc1 (stereo not given)	-1.5	-1	-3	0	6
6	O=C(NCc1ccccc1)c1ccc(CSc2ccccc2)o1	2.7	-3	1	-2	0
7	COc1ccc(N2CCN(C(=O)CSc3nnc4nc(C)cc(C)n34)CC2)cc1	-0.5	0	5	1	0
8	Nc1nonc1C(=O)NCCNCc1ccccc1OCc1ccccc1F	-5.1	-3	7	-8	8

no.	PP1 inh	PREPL inh	JMJD2C inh	Efflux pump inh
1	-1	1	-3	-0.1
2	1	9	-6	0.0
3	-1	2	-1	0.1
4	3	23	15	-0.1
5	8	11	-3	0.1
6	1	-32	8	-0.3
7	-2	21	2	0.1
8	-5	-59	-2	-0.1

Next entries follow:
no.	SMILES	PP5 inh	TPT1 inh	LYPLA2 counter	HCV core dimer	CTSL1 counter
9	CC(=O)Nc1ccc(S(=O)(=O)Nc2nc(C)cc(-n3nc(C)cc3C)n2)cc1	-1.1	-2	5	-3	-1
10	Cc1ccccc1NC(=O)COC(=O)c1c[nH]c(=O)[nH]c1=O	-0.5	2	-3	9	1
11	CCOP(=O)(OCC)/C(=C/N1CCCCC1)NC(=O)c1ccccc1	-2.4	-1	-1	3	4
12	Cc1nnc2ccc(N3CCN(c4cccc(C(F)(F)F)c4)CC3)nn12	1.2	-1	-2	7	2
13	CC1CCC/C(=N\Nc2ccc(Cl)c(C(=O)O)c2)C1 (stereo not given)	-2.7	0	0	-3	3
14	COc1cc(/C=C2/SC(=S)N(Cc3ccccc3)C2=O)ccc1O	-0.5	24*	-81	-4	2
15	COc1ccc(CNC2CCCCC2)cc1	2.6	-3	-2	4	2
16	COc1ccc(/C=C2/CCc3ccccc3C2=O)cc1OC	3.1	0	9	11	5

no.	PP1 inh	PREPL inh	JMJD2C inh	Efflux pump inh
9	-1	3	-4	-0.3
10	-1	-2	10	0.0
11	0	1	-3	-0.1
12	-1	15	0	-0.1
13	1	3	-8	0.6
14	-2	-27	-33	0.2
15	4	-1	6	-0.1
16	1	25	12	-0.2

Reformatted with values under each structure: entries from further up
Order of results – PP5 inh	TPT1 inh	LYPLA2 counter	HCV core dimer	CTSL1 counter	PP1 inh	PREPL inh	JMJD2C inh	Efflux pump inh
7. COc1ccc(N2CCN(C(=O)CSc3nnc4nc(C)cc(C)n34)CC2)cc1
  -0.5	0	5	1	0	-2	21	2	0.1
8. Nc1nonc1C(=O)NCCNCc1ccccc1OCc1ccccc1F
  -5.1	-3	7	-8	8	-5	-59	-2	-0.1
9. CC(=O)Nc1ccc(S(=O)(=O)Nc2nc(C)cc(-n3nc(C)cc3C)n2)cc1
  -1.1	-2	5	-3	-1	-1	3	-4	-0.3
10. Cc1ccccc1NC(=O)COC(=O)c1c[nH]c(=O)[nH]c1=O
  -0.5	2	-3	9	1	-1	-2	10	0.0
11. CCOP(=O)(OCC)/C(=C/N1CCCCC1)NC(=O)c1ccccc1
  -2.4	-1	-1	3	4	0	1	-3	-0.1

Carrying on:
no.	SMILES	PP5 inh	TPT1 inh	LYPLA2 counter	HCV core dimer	CTSL1 counter
17	C/C(N)=C(/C#N)C(=O)CSc1cc(C)c2ccccc2n1	-0.6	0	6	2	-1
18	COc1ccc(N2C(=S)NC(C)(C)CC2(C)c2ccc(OC(C)=O)cc2OC(C)=O)cc1 (stereo not given)	-0.7	0	2	1	-17
19	NC(=O)c1cc([N+](=O)[O-])ccc1N1CCCCC1	0.8	2	-4	-7	-2
20	Cc1nc(SC(C(=O)c2ccccc2)c2ccccc2)nc2ccccc12 (stereo not given)	2.1	1	-1	4	4
21	CSc1ccc(/C=C(\NC(=O)c2ccc(C)cc2)C(=O)NN)cc1	-1.3	-1	-14	7	3
22	CCN(Cc1nc2cc(Cl)ccc2c(=O)[nH]1)C(=O)C1CC(=O)N(c2cccc3ccccc23)C1 (stereo not given)	1.8	.	0	.	.
23	N=c1c(C(=O)NC2CCCC2)cc2c(=O)n3ccccc3nc2n1CCCN1CCOCC1	-0.8	1	0	-11	0
24	CCN1C(=O)c2ccc(C(=O)Nc3nccs3)cc2C1=O	1.0	-2	-1	2	1

no.	PP1 inh	PREPL inh	JMJD2C inh	Efflux pump inh
17	0	-3	-3	-0.1
18	-6	5	-4	-0.1
19	3	6	0	0.2
20	-3	10	4	0.0
21	8	1	-2	-0.1
22	3	9	6	0.2
23	2	10	4	-0.2
24	1	3	2	0.0

The list goes on.
no.	SMILES	PP5 inh	TPT1 inh	LYPLA2 counter	HCV core dimer	CTSL1 counter
25	COC(=O)[C@H](CCSC)NC(=O)NCCc1ccc(F)cc1	1.0	0	4	-5	-2
26	CCOc1ccc(CNC(=O)C(C)n2ccc3cc(S(=O)(=O)N4CCCC4)ccc32)cc1 (stereo not given)	0.4	-6	6	5	1
27	CCN(CC)C(=O)C(=O)c1cccn1-c1cccc(OC)c1C#N	-0.2	1	-6	7	-3
28	CCOc1ccc(-n2c(C)nc3cc(C(=O)NCc4ccco4)ccc32)cc1	3.8	-1	-2	7	1
29	Cc1ccc(CNC(=O)c2ccc(NC(=O)CCS(=O)(=O)c3cccs3)cc2)cc1	2.2	1	2	-1	-2
30	CCCCCCC(=O)N/N=C/Cc1ccccc1	2.0	-1	-1	-5	-3
31	CN(C)C=Nc1c(C(=O)c2ccccc2)sc2nccc(N(C)C)c12	1.6	3	1	1	4
32	CC(=O)N1N=C(c2ccncc2)OC12CCCCC2	-0.9	-1	-7	-2	5

no.	PP1 inh	PREPL inh	JMJD2C inh	Efflux pump inh
25	3	0	-1	0.1
26	-2	12	1	0.0
27	-3	-1	0	-0.2
28	0	-21	9	0.1
29	-2	-5	-21	-0.1
30	2	-4	9	0.1
31	-1	-13	7	0.1
32	1	-6	-2	0.0

New compounds follow.
no.	SMILES	PP5 inh	TPT1 inh	LYPLA2 counter	HCV core dimer	CTSL1 counter
33	CCC(=O)Nc1sc(C(=O)Nc2ccccc2F)c(C)c1C(=O)OC	1.8	0	0	8	-2
34	Cc1cc(C(=O)CN2C(=O)CCC2=O)c(C)n1Cc1ccccc1	4.1	2	6	12	-1
35	Cc1ccc(CN2CCN(Cc3ccccc3)C(CCO)C2)s1 (stereo not given)	-0.7	1	2	12	-1
36	CCOC(=O)N1CCN(C(=O)c2nn(C)c3c2CSc2ccccc2-3)CC1	1.9	-2	0	-15	-1
37	CC(=O)OC(C(=O)NCc1ccco1)c1cccnc1 (stereo not given)	-0.4	-13	-6	-7	-19
38	O=C(Nc1cccc(Br)c1)/C(=C\c1cccnc1)NC(=O)c1ccco1	0.2	-2	3	-7	-1
39	COc1ccc(Cn2nnnc2C(c2cc3cc(C)cc(C)c3[nH]c2=O)N2CCOCC2)cc1 (stereo not given)	-0.1	0	-1	3	-2
40	CCOC(=O)C1=C(CSc2nc(C)cc(C)c2C#N)OC(N)=C(C#N)C1c1ccccc1 (stereo not given)	6.2	2	-7	18	2

no.	PP1 inh	PREPL inh	JMJD2C inh	Efflux pump inh
33	-1	-4	13	-0.1
34	1	-1	15	0.0
35	-5	7	5	-0.2
36	5	13	3	0.0
37	-1	1	-18	-0.1
38	-2	4	11	0.2
39	3	16	107	-0.2
40	4	3	-1	0.2

(continued)
no.	SMILES	PP5 inh	TPT1 inh	LYPLA2 counter	HCV core dimer	CTSL1 counter
41	O=C(C1=C[C@@H](C2CCCCC2)C[C@@H](OCCCCO)O1)N1CCN(Cc2ccccc2)CC1	1.5	0	5	-10	-1
42	Nc1nc2c(ccc3ccccc32)s1	1.6	2	3	1	2
43	COc1ccc(OCCSc2nnc(CC(=O)Nc3cccc(Cl)c3Cl)n2C)cc1	2.3	1	10	-8	1
44	COc1ccc(C2CC(c3cccs3)=NN2C(=O)CSc2nc3c(cnn3-c3ccccc3)c(=O)[nH]2)cc1 (stereo not given)	5.7	-2	4	15	7
45	O=C(CCc1nnc(CCc2ccccc2)o1)N1CCCC1c1nccs1 (stereo not given)	0.1	-2	4	-5	2
46	CC(=O)CCc1ccc(OCC(O)CNCCOc2ccc(C)cc2)cc1 (stereo not given)	-0.6	3	-5	7	1
47	O=C(Cc1ccc(-c2ccccc2)cc1)Nc1ccccn1	-0.7	-2	-2	4	3
48	CCOC(=O)Cc1csc(NC(=O)COc2ccc(C)c(C)c2)n1	1.9	0	4	1	1

no.	PP1 inh	PREPL inh	JMJD2C inh	Efflux pump inh
41	0	17	2	-0.1
42	6	3	-17	0.0
43	-5	6	0	-0.3
44	-2	16	-1	-0.2
45	-2	-2	7	0.0
46	-2	5	6	-0.1
47	2	0	-2	0.0
48	2	-20	11	-0.2

Carrying on.
no.	SMILES	PP5 inh	TPT1 inh	LYPLA2 counter	HCV core dimer	CTSL1 counter
49	NC(=S)N=Nc1c(O)[nH]c2cc(F)c(F)cc12	-3.0	0	1	-6	1
50	Cc1cccc(C)c1NC(=O)CN1C(=O)S/C(=C\c2cccn2C)C1=O	-0.6	-1	-6	-3	0
51	Cc1ccc(NC(=O)C2CCN(S(=O)(=O)c3c(C)n[nH]c3C)CC2)c(C)c1	-0.9	-1	2	-7	4
52	COc1ccc(NC(=O)CC2C(=O)N(C)C(=S)N2Cc2ccco2)cc1 (stereo not given)	-0.9	0	-3	-9	1
53	Cc1ccc(N(C(=O)CNC(=O)c2ccco2)C(C(=O)NCC2CCCO2)c2ccccc2)cc1 (stereo not given)	0.1	0	2	-8	1

no.	PP1 inh	PREPL inh	JMJD2C inh	Efflux pump inh
49	-2	2	0	0.1
50	-4	0	4	-0.1
51	3	18	13	-0.1
52	-1	13	-8	-0.1
53	1	17	-4&2	-0.3
